# Assay outcomes as filed in PubChem.
# T cell modulator: T cell immune modulation candidate; 2C CD8+ T cell-vesicle binding, flow cytometry; hits give low values; calls only at 7 µM; hit rate 0.068% among 330,000; AID 2052;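 active means response, share of CD8 T cells binding vesicles, and their 90th percentile fluorescence all below set limits, cut at about 80% in these data, passing the limit was not always enough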
#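 Incubation: binding step 1.5 h, 37 °C, antibody labelling 20 min, ice; system: murine 2C transgenic CD8+ T lymphocytes; technique: cytometric PE anti-B7-1 and Alexa647 anti-CD8 signals after 1% paraformaldehyde fixation; also added: QL9-charged Drosophila Ld/ICAM-1/B7-1 vesicles; control set: naked versus QL9-loaded vesicles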
# Myeloid diff MLP: myeloid differentiation induction; ER-HoxA9 myeloid progenitors, lysozyme-GFP differentiation, flow cytometry; calls only at 10 µM; hit rate 1% among 360,000; AID 624256;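 active means normalized GFP-positive differentiation at or above the plate's own cutoff, the solvent-only control mean plus 3 SD; inconclusive means no clear call, values can overlap the other calls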;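 further: cells exposed to compound for four days before flow analysis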
# T cell modulator vesicle-bound %: also measured in T cell modulator; calls as there; double positive events, %; measured here: CD8+ vesicle-bound cell fraction;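 binding gate set so that unloaded-vesicle control wells show 10% double positive cells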
# Myeloid diff MLP GFP+ MAC1+ %: recorded beside Myeloid diff MLP, whose call it bears; GFP+ MAC1+ double positive, %; measured here: differentiation confirmed by MAC1 staining
# Starred values were filed as active, the others as inactive; i = inactive; ? = inconclusive; . = not tested or not shown; + = active, no number; & = joins results of further samples. These rows are one share of the data; rates above refer to the full screens.
# Every second line gives: T cell modulator	T cell modulator vesicle-bound %	Myeloid diff MLP	Myeloid diff MLP GFP+ MAC1+ %
- O=S(=O)(c1ccccc1)N1CCN(C(c2ccccc2)c2ccc(OC(F)(F)F)cc2)CC1 (centres undefined)
    i	62	i	0.1
- Cc1c(C)n(Cc2ccccc2)c2ncnc(NCCN(C)C)c12
    i	56	i	0.3
- COc1ccc(NC(=O)N(C)C[C@H]2Oc3ccc(NS(=O)(=O)c4ccc(F)cc4)cc3C(=O)N([C@H](C)CO)C[C@@H]2C)cc1
    i	13	i	0.4
- N#Cc1ccc(C(=O)N2CCN(C(=O)C3CCCO3)CC2)cc1 (centres undefined)
    i	34	i	0.7
- CN(C(=O)COC(=O)CSc1ccc([N+](=O)[O-])cc1)c1ccccc1
    i	38	i	0.6
- Nc1ccc(C(=O)OCCc2ccccc2)cc1
    i	49	i	2.5
- C[C@H](CO)N1C[C@H](C)[C@@H](CN(C)Cc2ccc3c(c2)OCO3)Oc2c(NC(=O)C3CC3)cccc2C1=O
    i	7	i	2.1
- COc1ccccc1NC(=O)/C(C#N)=C/c1cccn1C
    i	35	i	0.6
- O=C(O)c1ccc(N=Nc2c(-c3ccccc3)[nH]oc2=O)cc1
    i	37	i	0.7
- CCC(C)Sc1cccc(-c2nc3cc(C)ccn3c2NCc2ccccc2)c1 (centres undefined)
    i	53	i	0.2&1.1
- CNc1snc(C)c1C(=O)OCC(=O)c1cc(F)ccc1OC
    i	40	i	0.7
- Cc1ccc(S(=O)(=O)NCC(=O)OC(C)C(=O)c2ccccc2)cc1 (centres undefined)
    i	45	i	0.6
- COc1ccc(NS(=O)(=O)c2cc(C(=O)N3CCN(C/C=C/c4ccccc4)CC3)ccc2C)cc1
    i	36	i	1.4
- CC1CCN(C(=O)COC(=O)c2ccc(=O)n(Cc3ccccc3)n2)CC1
    i	23	i	0.1
- COc1ccc(-c2cc(C(=O)N3CCCCC3)c3ccccc3n2)cc1
    i	7	i	0.6
- CCN(C[C@H]1N[C@@](CC)(C(=O)OC)[C@H]2C(=O)N(C)C(=O)[C@@H]12)C(=O)COc1ccccc1
    i	11	i	2.2
- Cc1cccc(C(=O)OCC(=O)N(C)CC(=O)Nc2ccc(Cl)c(C(F)(F)F)c2)c1
    i	36	i	0.1
- CC(C)N(C(=O)CSc1ccc(S(=O)(=O)N2CCCCC2)cn1)c1ccccc1
    i	3	i	0.9
- CCCN(Cc1nnc(-c2cccs2)o1)C(=O)CN1C(=O)NC2(CCC(C)CC2)C1=O (centres undefined)
    i	35	i	0.4
- Cc1ccc(OCC(=O)N2CC(C)CC(C)C2)c([N+](=O)[O-])n1 (centres undefined)
    i	38	i	0.7

# The closing 2 entries of the section above are carried over, then new ones follow.
# Every second line gives: T cell modulator	T cell modulator vesicle-bound %	Myeloid diff MLP	Myeloid diff MLP GFP+ MAC1+ %
- CCCN(Cc1nnc(-c2cccs2)o1)C(=O)CN1C(=O)NC2(CCC(C)CC2)C1=O (centres undefined)
    i	35	i	0.4
- Cc1ccc(OCC(=O)N2CC(C)CC(C)C2)c([N+](=O)[O-])n1 (centres undefined)
    i	38	i	0.7
- CCN(C[C@H]1N[C@@](C)(C(=O)OC)[C@H]2C(=O)N(Cc3ccccc3)C(=O)[C@@H]12)C(=O)c1ccc(C)cc1
    i	20	i	1.1
- COC(=O)[C@H](CC(C)C)NS(=O)(=O)N(Cc1ccccc1)[C@@H](CC(C)C)C(=O)OC
    i	19	i	0.7
- O=C(NC1CCCCCCC1)c1ccc(F)c(S(=O)(=O)N2CCOCC2)c1
    i	28	i	1.0
- C#CCOCCOCCOCCNc1nc(N2CCN(C(=O)C([C@@H](C)O)n3cc([C@@H](N)CCCCN)nn3)CC2)nc(N2CCN(C(=O)[C@H](CCC(=O)O)n3cc([C@@H](N)[C@H](C)CC)nn3)CC2)n1 (some centres undefined)
    i	10	+	1.7*
- C=CC[C@H](CC(=O)NCCO)C(=O)NC[C@H](OC(=O)[C@@H](CC=C)Cc1ccc(F)cc1)c1ccccc1
    i	5	?	.
- Cc1ccc(C2N(C)C(=O)c3ccccc3N2C)cc1 (centres undefined)
    i	58	?	.
- CCOc1ccc(NC(=O)CN(C)C(=O)c2ccccc2Cc2ccccc2)cc1OCC
    i	43	i	0.3
- Cc1ccc(CNC(=O)c2cc(-c3ccccc3C)n(CC3CC(c4cccc([N+](=O)[O-])c4)=NO3)n2)cc1 (centres undefined)
    i	43	i	1.5
- Cn1cnc2c1c(=O)n(Cc1cccc(Cl)c1)c(=O)n2C
    i	10	i	0.9
- Cc1ccc(CN2CC(C(=O)OCc3ccccc3Cl)CC2=O)cc1 (centres undefined)
    i	53	i	1.1

# 5 of these compounds in a different format.
mol	T cell modulator	T cell modulator vesicle-bound %	Myeloid diff MLP	Myeloid diff MLP GFP+ MAC1+ %
CC(C)N(C(=O)CSc1ccc(S(=O)(=O)N2CCCCC2)cn1)c1ccccc1	i	3	i	0.9
CCCN(Cc1nnc(-c2cccs2)o1)C(=O)CN1C(=O)NC2(CCC(C)CC2)C1=O (centres undefined)	i	35	i	0.4
Cc1ccc(OCC(=O)N2CC(C)CC(C)C2)c([N+](=O)[O-])n1 (centres undefined)	i	38	i	0.7
CCN(C[C@H]1N[C@@](C)(C(=O)OC)[C@H]2C(=O)N(Cc3ccccc3)C(=O)[C@@H]12)C(=O)c1ccc(C)cc1	i	20	i	1.1
COC(=O)[C@H](CC(C)C)NS(=O)(=O)N(Cc1ccccc1)[C@@H](CC(C)C)C(=O)OC	i	19	i	0.7

# Next structures
# Every second line gives: T cell modulator	T cell modulator vesicle-bound %	Myeloid diff MLP	Myeloid diff MLP GFP+ MAC1+ %
- O=C(COC(=O)CCc1c[nH]c2ccccc12)Nc1ccccc1C(F)(F)F
    i	37	i	0.9
- C=CC[C@@H](CC(=O)N(CCO)Cc1ccccc1)C(=O)N[C@@H](COC(=O)[C@H](CC=C)CC(=O)OC(C)(C)C)Cc1c[nH]c2ccccc12
    i	9	i	1.5
- CC(C)(C)OC(=O)C[C@H]1C/C=C\C[C@H](CC(=O)NCCO)C(=O)NCCOC1=O
    i	20	i	1.1
- O=C(COC(=O)c1ccccc1Br)NCC1CCCCC1
    i	46	i	1.1
- CC(OC(=O)CCCN=C1NS(=O)(=O)c2ccccc21)C(=O)Nc1ccc(F)cc1Cl (centres undefined)
    i	52	i	0.6
- COc1cc2cnc(-c3cccnc3)cc2cc1OC
    i	5	i	1.8
- Cc1ccc(C(=O)Oc2ccc(-c3nnco3)cc2)o1
    i	29	i	1.1
- O=C(COC(=O)CNC(=O)c1ccc(Cl)c([N+](=O)[O-])c1)NC(=O)CN1CCCC1=O
    i	24	i	1.1
- Cn1nnnc1Sc1ncnc2scc(-c3cccc(S(C)(=O)=O)c3)c12
    i	27	?	.
- O=C(OCC(=O)C12CC3CC(CC(C3)C1)C2)c1ccc(CO)cc1
    i	37	i	0.7
- O=C(/C=C/c1c(Cl)cccc1Cl)NCCCn1ccnc1
    i	28	i	0.4
- CC(C)(C)OC(=O)[C@H](CCCCN)NC(=O)c1nc[nH]c1C(=O)N[C@@H](CCCCN)C(=O)OC(C)(C)C
    i	13	i	1.3
- CC1CN(C(=O)c2cc(-c3ccncc3)nc3ccccc23)CC(C)O1 (centres undefined)
    i	44	i	0.8
- CC1(C)CC2CC(C)(CN2S(=O)(=O)c2cccc(C(=O)OCC(N)=O)c2)C1 (centres undefined)
    i	39	i	0.8
- CN(C(=O)CSc1nnc(-c2ccccc2F)o1)c1ccccc1
    i	53	i	1.0
- OCc1ccc(-c2nn(Cc3ccccc3)c3ccccc23)o1
    i	37	i	6.8
- CC(=O)c1ccc(OCc2cc(C(=O)NC3CCCCC3)no2)cc1
    i	14	i	0.0
- COc1ccc(C(C)=O)cc1COC(=O)CCNS(=O)(=O)c1ccc(C)c(C)c1
    i	39	i	0.5
- Cc1ccc(OCC(=O)NC2CCS(=O)(=O)C2)c([N+](=O)[O-])n1 (centres undefined)
    i	23	i	0.7
- O=C(CC(O)CCc1ccccc1)c1ccc(O)cc1 (centres undefined)
    i	13	i	3.0
- CCOC(=O)c1oc2ccccc2c1COC(=O)CNC(=O)c1ccccc1OC
    i	43	i	0.5
- COc1cc(C2C(C(=O)C(C)(C)C)=C(O)C(=O)N2Cc2ccccc2)ccc1O (centres undefined)
    i	44	i	0.4
- O=c1[nH]c2ccccc2cc1-c1nnn(-c2ccc(Cl)c(Cl)c2)n1
    i	38	i	2.4
- CC(=O)c1ccc(OC(=O)CCNC(=O)c2ccccc2)cc1
    i	31	i	0.6
- COc1ccc(C(=O)NCC(=O)N2CC=C(c3ccccc3)CC2)cc1OC
    i	6	i	1.2
- CC[C@@H]1CN(C)[C@H]2Cc3c([nH]c4ccccc34)C(=O)C[C@@H]1[C@@H]2C(=O)OC
    i	14	i	2.0
- C[C@H](NC(=O)OC(C)(C)C)C(=O)NCC1CCC(C(=O)N[C@@H](Cc2ccccc2)C(=O)O)CC1 (some centres undefined)
    i	30	i	0.5
- Cc1noc(C)c1COc1cccc(C(=O)N(C)Cc2nc3ccccc3c(=O)[nH]2)c1
    i	37	i	1.0
- Cc1cc(Br)ccc1NC(=O)CNC(=O)CSc1ncccn1
    i	53	i	0.4
- CCCN(CC(=O)Nc1ccccc1OC)C(=O)CCC(=O)c1ccc(Cl)s1
    i	34	i	0.8
- N#Cc1c(F)cccc1NCCCn1ccnc1
    i	36	i	0.5
- COC(=O)[C@]1(Cc2ccccc2)N[C@H](c2ccc(-c3ccc(Cl)c(Cl)c3)cc2)[C@@H]2C(=O)N(C)C(=O)[C@@H]21
    i	51	i	1.7
- CCCCn1c(C)nc2cc(S(=O)(=O)N3CCOCC3)ccc21
    i	22	i	0.3
- Cc1ccc(C)c(NC(=O)CN(C)C(=O)COc2cccc3c2OC(C)(C)C3)c1
    i	54	i	0.4
- CCCCN(CCCC)C(=O)c1cn(CC)c2cc(N3CCN(C)CC3)c(F)cc2c1=O
    i	13	i	0.7
- C[C@@]12CCC3[C@@](CCC4[C@@]3(C)CCC[C@@]4(C)C(=O)Nc3ccc(Cl)cc3)(CC1=O)C2 (some centres undefined)
    i	38	i	0.6
- C[C@H](CO)N1C[C@H](C)[C@@H](CN(C)C(=O)NC2CCCCC2)Oc2ccc(NS(=O)(=O)c3cn(C)cn3)cc2C1=O
    i	13	i	0.6
- COc1ccc(C(CNC(=O)c2cccc(S(=O)(=O)N3CCc4ccccc43)c2)N(C)C)cc1 (centres undefined)
    i	24	i	0.6
- COc1c2c(cc3oc(=O)c4c5ccc(O)cc5oc4c13)OC(C)(C)CC2
    i	38	?	.
- COc1ccc(OCC(=O)Nc2nc3cc4c(cc3s2)OCCO4)cc1
    i	44	i	0.4
- CC(OC(=O)C1=COCCO1)C(=O)NC1(C#N)CCCCC1 (centres undefined)
    i	50	i	0.5
- O=C(CN1CCN(c2ccc(O)cc2)CC1)Nc1ccccc1C(=O)NCCc1ccccc1
    i	22	i	1.1
- CNS(=O)(=O)c1ccc(C(=O)NCC(=O)NCC2COc3ccccc3O2)cc1 (centres undefined)
    i	36	i	0.1
- O=C(CNC(=O)c1ccco1)NCC(c1ccco1)N1CCCCC1 (centres undefined)
    i	32	i	0.9
- O=C(NCC(=O)N1CCN(C(=O)c2ccco2)CC1)c1cccc(Cl)c1
    i	37	i	0.4
- CC(=O)C[C@@H](O)CC(=O)[C@@H]1OC(=O)CCCCC/C=C/Cc2ccccc21
    i	9	i	0.3
- COc1ccc(CCNC(=O)c2sc3nc4n(c(=O)c3c2C)CCC4)cc1
    i	55	i	1.3
- Cc1ccc(NC(=O)CNC(=O)C2CCCCC2)nc1
    i	25	i	0.1
- CC(=O)NC12CC3CC(C1)CC(C(=O)N1CCN(S(=O)(=O)c4cccs4)CC1)(C3)C2
    i	45	i	0.5
- Nc1c2c(nc3ccccc13)CSCC2
    i	39	i	1.1

# Next part:
# Every second line gives: T cell modulator	T cell modulator vesicle-bound %	Myeloid diff MLP	Myeloid diff MLP GFP+ MAC1+ %
- CC1C(=O)N2CCCc3cc(NC(=O)c4ccccc4F)cc1c32 (centres undefined)
    i	10	i	0.3
- CCN(C(=O)CSc1nc(C)nc2sc(C)c(C)c12)c1ccc(F)cc1
    i	10	i	0.7
- CCOC(=O)C1=C(COC(=O)c2cccnc2SC)NC(=O)NC1C (centres undefined)
    i	38	i	0.5
- O=C(COc1nsnc1N1CCOCC1)Nc1ccc(Br)cc1
    i	20	i	3.5
- CC(=O)c1ccc(OCC(=O)Nc2c(C)nn(-c3ccccc3)c2C)cc1
    i	36	i	0.5
- CC(Oc1ccccc1F)C(=O)NNC(=O)c1cccc(S(=O)(=O)N2CCN(C)CC2)c1 (centres undefined)
    i	11	i	0.8
- Cc1ccccc1C(=O)N1N=C(c2ccc(NS(C)(=O)=O)cc2)CC1c1cccs1 (centres undefined)
    i	25	i	0.7
- Cc1ccccc1CNc1ncnc2cc(Cl)ccc12
    i	48	i	0.5
- CCCNC(=O)C1CC(c2ccccc2[N+](=O)[O-])=NO1 (centres undefined)
    i	51	i	2.1
- Cc1ccc(C)c(S(=O)(=O)/N=C(/Nc2ccccc2)c2ccccc2)c1
    i	43	i	0.7
- Cc1c(C(=O)N2CCN(C3CCS(=O)(=O)C3)CC2)oc2c(F)cccc12 (centres undefined)
    i	36	i	1.5
- CCN(CC(=O)Nc1c(F)cccc1F)C(=O)Cc1n[nH]c(=O)c2ccccc12
    i	59	i	0.6
